Screening data from PubChem BioAssay.
DAT uptake mod: modulates human dopamine transporter uptake under cocaine; Q01959; LLC-PK1 hDAT cells, [14C]-dopamine uptake with cocaine IC80; actives deviate in either direction; B-score at 10 µM; 110,000 tested, 1.3% active; AID 449768;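 active means Z score or B-score, a plate-position-corrected score, falls beyond the plate's 99.7% confidence bounds, in either direction; inactive means both scores lie inside the 99.7% bounds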;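 further: scored against the spread of the other compound wells on the same plate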
Target sequence (Q01959 whole entry, looked up): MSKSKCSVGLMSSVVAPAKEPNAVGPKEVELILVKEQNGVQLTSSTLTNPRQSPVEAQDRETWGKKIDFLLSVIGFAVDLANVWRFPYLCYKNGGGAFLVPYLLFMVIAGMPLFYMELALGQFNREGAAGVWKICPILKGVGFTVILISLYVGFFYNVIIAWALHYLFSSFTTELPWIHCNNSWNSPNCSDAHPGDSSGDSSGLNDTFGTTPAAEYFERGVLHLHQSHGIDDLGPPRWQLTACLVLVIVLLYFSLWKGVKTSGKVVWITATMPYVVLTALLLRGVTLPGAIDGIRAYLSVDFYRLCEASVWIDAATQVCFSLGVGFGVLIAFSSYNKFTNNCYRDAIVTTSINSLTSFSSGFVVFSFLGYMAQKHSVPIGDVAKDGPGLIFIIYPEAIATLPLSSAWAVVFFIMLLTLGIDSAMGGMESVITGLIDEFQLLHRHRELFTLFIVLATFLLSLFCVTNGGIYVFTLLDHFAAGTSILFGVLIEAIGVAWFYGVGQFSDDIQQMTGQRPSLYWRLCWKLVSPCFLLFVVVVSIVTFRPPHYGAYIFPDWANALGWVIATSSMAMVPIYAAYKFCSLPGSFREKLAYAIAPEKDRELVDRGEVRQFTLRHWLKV
Plk1 PBD FP: blocks phosphopeptide binding to human Plk1 polo box domain; P53350; 97,000 tested, 0.13% active; inhibition, %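 (tested at about 20 µM)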; Plk1 PBD phosphopeptide binding, fluorescence polarization; in the data active means inhibition above about 34%, passing the limit was not always enough
sEH inhibitor: blocks human soluble epoxide hydrolase activity | AID 707 | recombinant human sEH enzymatic activity assay | inhibition, % at 2 µM | 91,000 tested, 0.34% active; in the data active means inhibition above about 80%; further: values of inactives mirror those of a sister screen read the other way; many of its hits are not listed in these tables
IL1B cytotox: toxic to HUVEC cells under IL-1B stimulation; 94,000 tested, 0.41% active; cell count reduction, % at 2 µM; HUVEC cell count loss, Hoechst imaging, IL-1B stimulated;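 active means cell count reduction more than 3 SD above the screen-wide mean, cut at about 70% in these data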;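 further: normalized per plate to untreated control cells as the no-loss baseline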
cytoskel mod: cytoskeleton assembly modification. inhibition, % at 2 µM. HUVEC TNFa F-actin phalloidin imaging, high content. AID 836. 91,000 tested, 0.18% active;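 active means inhibition above the batch mean plus 3 SD and confirmed as a hit by visual image inspection, cut at about 30% in these data, passing the limit was not always enough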; further: strong numbers were not always called active
PLK1 inh: PLK1 (human) kinase inhibition | P53350 | recombinant PLK1 kinase, TR-FRET peptide phosphorylation | inhibition, % at 10 µM | 97,000 tested, 0.53% active;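 active means inhibition of 50% or more in the single-concentration screen; inactive means inhibition below 50%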;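 further: 0% = DMSO max control and 100% = H-89 dihydrochloride min control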
Ecoli WT expand: growth inhibitors of E. coli BW25113 wild type. growth inhibition, % at 100 µM. AID 710. OD600 absorbance. 98,000 tested, 0.15% active;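 active means growth inhibition above about 50% at one test dose, limit read from the data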;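 further: growth measured after 20 h incubation at 37 °C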
VCAM1 TNFa inh: reduces TNF alpha induced VCAM1 expression in HUVEC. HUVEC TNFa-induced VCAM-1 immunofluorescence, high-content imaging. inhibition, % at 2 µM. 95,000 tested, 0.48% active. AID 802;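 active means inhibition above the batch mean plus 3 SD, with images confirmed as a hit by eye, cut at about 37% in these data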;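 further: 0% = TNF-stimulated DMSO wells and 100% = unstimulated control wells; not every result past the cut was called active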
HUVEC tox TNFa: toxic to HUVEC cells under TNF alpha stimulation. 93,000 tested, 0.17% active. HUVEC TNFalpha-stimulated, Hoechst cell count, imaging. cell count reduction, % at 2 µM. AID 848;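 active means cell count reduction exceeding the screen mean by over 5 SD, scaled to untreated wells per plate, cut at about 78% in these data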;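 further: cells counted after 24 h of TNF alpha exposure following the 1 h pretreatment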
Active calls of the source: *; . = no result given.

| Structure | DAT uptake mod | Plk1 PBD FP | sEH inhibitor | IL1B cytotox | cytoskel mod | PLK1 inh | Ecoli WT expand | VCAM1 TNFa inh | HUVEC tox TNFa |
| --- | --- | --- | --- | --- | --- | --- | --- | --- | --- |
| O=C(CSc1nnc(-c2c[nH]c3ccccc23)o1)N1CCCCC1 | 1.8 | -7 | -11 | -10 | 16 | -9 | 3 | 2 | -4 |
| CC1=CC(C)(C)N(C(=O)CSc2ncn[nH]2)c2ccc(C)cc21 | -0.54 | 2 | -6 | -1 | -10 | -9 | -2 | -19 | 4 |
| CC(=O)Nc1ccc(OCC(=O)NC(C)C(C)C)cc1 (stereo unspecified) | -0.027 | -15 | -2 | 21 | 5 | -7 | 4 | 25 | -32 |
| O=c1c2ccccc2nc(-c2ccco2)n1/N=C/c1ccccc1O | 0.37 | -10 | 0 | 10 | -12 | -6 | . | 28 | 0 |
| COCCCNc1nc(SCc2ccccc2)nc2sc3c(c12)CCC3 | -0.98 | -17 | 18 | -12 | 22 | 0 | -17 | 3 | -11 |
| COc1cc2c(C(=O)NCc3ccc4c(c3)OCO4)cn(CC(C)C)c(=O)c2cc1OC | 0.47 | -3 | . | 3 | -19 | 8 | -5 | 15 | -1 |
| Cc1ccc(C(=O)N/C(=C/c2cccs2)C(=O)N2CCCCCC2)cc1 | 0.86 | 6 | . | -6 | 9 | -14 | 0 | -14 | -14 |
| c1ccc(Oc2cccc(OCCCn3cncn3)c2)cc1 | 0.66 | 6 | -15 | 6 | -3 | -14 | 16 | 10 | -16 |
| Cc1ccc(NCCC(=O)c2cccc([N+](=O)[O-])c2)cc1 | 1.1 | -18 | -13 | 14 | -47 | 10 | -4 | 4 | 6 |
| CCOC(=O)N1CCC(NC(=O)c2ccc(NC(=O)C3CCCO3)cc2)CC1 (stereo unspecified) | 0.14 | -19 | . | -35 | -10 | -6 | 5 | 14 | -6 |
| C/C=C/C(=O)OCC(=O)NC(=O)NC(C)C | 0.071 | 7 | -1 | -21 | -20 | -12 | -1 | -12 | -6 |
| CCS(=O)(=O)N1CCC(NC(C)=O)(c2ccccc2)CC1 | -0.69 | -22 | -3 | 4 | -22 | -7 | -1 | 2 | -48 |
| O=C(C1CCC(=O)N1Cc1cccnc1)N1CCN(c2ccc(F)cc2)CC1 (stereo unspecified) | -0.029 | -6 | 2 | -11 | 21 | -4 | 8 | 3 | -50 |
| CC1(C)Cc2c(C#N)c(OCC(=O)c3ccccc3)nc(-c3ccoc3)c2CO1 | 0.29 | -2 | 5 | -36 | -15 | -1 | -9 | -25 | -28 |
| Cc1csc(NC(=O)C2CCCN(S(=O)(=O)c3cnc[nH]3)C2)n1 (stereo unspecified) | -0.48 | -11 | . | 14 | -6 | -9 | 2 | 12 | -20 |
| Cc1cc(C(=O)NCCCOC(C)C)c2ccccc2n1 | 1.1 | 4 | . | -12 | 6 | -5 | -3 | 13 | -21 |
| CO/N=C/NC(=O)NOCc1c(Cl)cccc1Cl | -1.2 | 4 | -7 | 19 | 7 | -4 | 4 | 16 | -1 |
| COc1cc2nc(CN3C(=O)c4ccccc4C3=O)oc(=O)c2cc1OC | 0.0071 | 10 | . | -22 | -7 | -13 | -7 | 21 | -25 |
| CCCCCSc1nc2c(cnn2-c2ccccc2)c(=O)[nH]1 | -0.48 | -26 | 5 | -14 | -2 | -8 | -7 | -11 | -7 |
| CC(C)(C)OC(=O)N1CCOCCOCCN(C(=O)OC(C)(C)C)CCOCCOCC1 | 0.092 | -15 | 7 | 2 | -3 | -5 | 3 | -2 | 1 |
| C=CCn1c(SCC(=O)OCC)nc2cc(C(=O)NCc3ccco3)ccc2c1=O | . | -25 | 9 | -6 | 21 | -7 | -6 | -2 | -34 |
| Cc1ccc(CSc2nc3c(cc2C#N)CCC3)cc1 | -0.55 | 7 | 4 | 14 | . | -11 | -10 | -13 | -10 |
| Cc1ccc(C)c(NC(=S)NC(NC(=O)/C=C/c2ccccc2)C(Cl)(Cl)Cl)c1 (stereo unspecified) | 0.082 | -30 | 1 | 2 | 11 | -10 | -9 | 2 | -11 |
| O=C(Nc1nc2ccccc2n1CCN1CCCCC1)c1ccco1 | 0.97* | 12 | -8 | -7 | 3 | -7 | 10 | -3 | -4 |
| Cc1nn(C)cc1C1Nc2ccccc2C(=O)N1O (stereo unspecified) | -0.19 | -8 | -10 | 12 | 16 | -12 | . | -2 | -31 |
| Clc1ccc(OCCSc2ncccn2)c2ccccc12 | -0.003 | 1 | -10 | 4 | 6 | -10 | -3 | 15 | 3 |
| CCOc1ccc(N=C2NC(=O)S/C2=C\c2ccc(Cl)cc2)cc1 | 0.013 | 14 | 4 | -3 | 23 | -11 | 4 | -4 | -6 |
| COc1cc2c(=O)n(CC3CCCO3)c(=O)n(CC(=O)Nc3cccc(Cl)c3)c2cc1OC (stereo unspecified) | 1.1 | 1 | 2 | 7 | 11 | -3 | -1 | 2 | -18 |
| CCn1c(CNC(=O)c2ccc(OC)cc2)nnc1SC | 0.09 | 15 | . | 14 | 7 | -6 | -5 | -1 | -20 |
| CC(C)C(c1nnnn1Cc1ccccc1)N1CCC(C(N)=O)CC1 (stereo unspecified) | -0.0015 | 27 | -7 | . | 30 | -8 | 2 | 10 | -26 |
| O=C(c1cn(-c2ccccc2)nc1-c1ccccc1)n1nnc2ccccc21 | -0.46 | -28 | 3 | 6 | -6 | -9 | -14 | 8 | -10 |
| CC(=O)Nc1cc(NC(C)=O)c2nc(N)sc2c1 | 0.49 | -4 | -10 | 7 | -9 | -8 | 1 | 2 | -18 |
| CCOC(=O)CC(=O)CSc1nc2c(C)c(C)ccc2cc1C | -0.21 | 20 | -3 | -11 | -4 | -13 | -2 | -51 | 4 |
| O=C(NCc1ccc(F)cc1)C1CCCN(C(=O)Nc2ccccc2)C1 (stereo unspecified) | -0.81 | -19 | -1 | 5 | -4 | -10 | 7 | 5 | -42 |
| Cc1cc(C)c2c3c(sc2n1)C(c1cccc(F)c1)C(C#N)=C(N)O3 (stereo unspecified) | 0.77 | 26 | 12 | -12 | 24 | -7 | -2 | 5 | -69 |
| Brc1ccc(-c2nn3c(Cc4ccccc4)nnc3s2)o1 | 1.2 | -21 | -2 | -12 | -2 | -12 | -7 | 5 | -21 |
| Cc1ccc(-c2nnc3n2N=C(c2ccc(Br)cc2)CS3)cc1 | -0.05 | 1 | 19 | -8 | 19 | 5 | -4 | 3 | -40 |
| O=C(Nc1ccc2c(c1)C(=O)N(CC1CCCO1)C2=O)c1cccc(Br)c1 (stereo unspecified) | -1.2 | -17 | 57 | -19 | . | 0 | -1 | 5 | 31 |
| CNC(=O)c1[nH]cnc1C(=O)Nc1ccccc1OC | -0.99 | 7 | 1 | -37 | -23 | -9 | . | -13 | 3 |
| O=C(O)C1CC(=O)N(c2ccc(OCc3c(F)cccc3Cl)cc2)C1 (stereo unspecified) | -0.052 | 11 | 5 | 19 | -18 | -13 | -8 | 28 | -11 |

Quoted at random: 2 entries already listed
| Structure | DAT uptake mod | Plk1 PBD FP | sEH inhibitor | IL1B cytotox | cytoskel mod | PLK1 inh | Ecoli WT expand | VCAM1 TNFa inh | HUVEC tox TNFa |
| --- | --- | --- | --- | --- | --- | --- | --- | --- | --- |
| Cc1cc(C)c2c3c(sc2n1)C(c1cccc(F)c1)C(C#N)=C(N)O3 (stereo unspecified) | 0.77 | 26 | 12 | -12 | 24 | -7 | -2 | 5 | -69 |
| Brc1ccc(-c2nn3c(Cc4ccccc4)nnc3s2)o1 | 1.2 | -21 | -2 | -12 | -2 | -12 | -7 | 5 | -21 |

The list continues.
| Structure | DAT uptake mod | Plk1 PBD FP | sEH inhibitor | IL1B cytotox | cytoskel mod | PLK1 inh | Ecoli WT expand | VCAM1 TNFa inh | HUVEC tox TNFa |
| --- | --- | --- | --- | --- | --- | --- | --- | --- | --- |
| CC(Sc1ccccn1)C(=O)Nc1ccc(S(N)(=O)=O)cc1 (stereo unspecified) | -0.34 | 4 | 3 | 35 | -2 | 1 | 6 | 19 | 0 |
| CCOC(=O)C1CCCN(C(=O)c2cnn3c(C(F)F)cc(-c4ccc(C)cc4)nc23)C1 (stereo unspecified) | -0.031 | -10 | . | -5 | 8 | 2 | 7 | 7 | -17 |
| CO/N=C/c1ccc(Sc2ccccc2N)c([N+](=O)[O-])c1 | 0.5 | -16 | 7 | . | 7 | -7 | -12 | 21 | -4 |
| CCOC(=O)c1c2ccc(OCC(=O)N/N=C/c3ccc(C)cc3)cc2n2ccccc12 | . | 1 | 5 | 20 | 2 | -23 | -8 | 23 | 13 |
| COc1cc(NC(=O)Nc2cccc(C(C)=O)c2)cc(OC)c1OC | 0.0071 | -3 | -4 | 72* | -4 | -11 | -5 | 22 | -17 |
| COc1ccc(NS(=O)(=O)c2ccc(N3C(=O)CCC3=O)cc2)cc1 | 1 | -13 | -16 | 1 | . | -9 | -5 | 1 | -8 |
| COCC(=O)N1CCCc2ccccc21 | -0.64 | 7 | 2 | 2 | 8 | -11 | 4 | 15 | -39 |
| Cc1cc(C)c(NC(=O)CS(=O)CC(=O)NC2CCCc3ccccc32)c(C)c1 (stereo unspecified) | 0.81 | 9 | 10 | 8 | 0 | -19 | -6 | -12 | -10 |
| CC(C)Cn1cnc2sc3c(c2c1=N)CCCC3 | 0.43 | 19 | -10 | 4 | . | -6 | -2 | 11 | -29 |
| CNCc1ccccc1OCC(=O)Nc1ccccc1OC | 0.43 | -14 | -2 | -1 | 9 | -6 | 4 | -16 | 16 |
| OC(c1ccc2c(c1)OCO2)c1nccc2ccccc12 (stereo unspecified) | 0.64 | -7 | 1 | 12 | 17 | -15 | 2 | 4 | -3 |
| COc1cc(C(=O)Nc2nnc(CC(=O)N3CCOCC3)s2)cc(OC)c1OC | -1.5 | -5 | 4 | -1 | 11 | -3 | -5 | 5 | -14 |
| N#CC1=C(N)N(c2ccccc2)C2=C(C(=O)CCC2)C1c1ccccc1 (stereo unspecified) | -0.11 | 21 | -8 | -145 | -3 | -9 | 2 | -4 | -11 |
| CCOC(=O)c1[nH]c(C)c(C(=O)NC2CCCC2)c1C | -0.41 | 26 | 7 | -2 | -10 | -12 | 4 | 9 | -20 |
| CC1=Nc2cccc3cccc(c23)N1 | 0.1 | 4 | 0 | 25 | -1 | 4 | 18 | 0 | 8 |
| Cc1cccc(Cn2c(C(C)O)nc3ccccc32)c1 (stereo unspecified) | 0.29 | 8 | -2 | 25 | -10 | -4 | -5 | -3 | -17 |
| COc1ncnc2c1oc1nc(C(C)C)c3c(c12)CC(C)(C)OC3 | -0.85 | 0 | . | -7 | 0 | -1 | -3 | 2 | -8 |
| COc1ccc2c(c1)CCc1c(C(=O)Nc3c(C)nn(Cc4ccccc4)c3C)noc1-2 | -0.64 | 6 | -15 | -15 | . | -3 | -5 | -2 | -36 |
| Cc1cc(NC(=O)CSc2nnnn2C)n(-c2ccccc2)n1 | -0.19 | 4 | 6 | 5 | 35* | -5 | -3 | -6 | -52 |
| O=C(N1CCCC1)C12CC3CC(CC(C3)C1)C2 | 0.059 | -5 | -4 | -8 | 4 | -5 | . | -6 | -23 |
| COCCNC(=O)c1c(N)sc2c1CCCC2 | -0.57 | -26 | 2 | 8 | -20 | -10 | 9 | -30 | 14 |
| COCCSc1nnc(NC(=O)C(C)(C)C)s1 | 0.8 | 16 | 6 | -13 | 12 | -8 | 4 | 7 | 2 |
| O=C(NCc1ccccc1)c1ccc(OC2CSC2)cc1 | -0.18 | -1 | 30 | -15 | 10 | -13 | -2 | 7 | -32 |
| O=C(c1cc(-c2ccccn2)nc2c(Cl)cccc12)N1CCN(C(=O)C2CCCO2)CC1 (stereo unspecified) | 0.26 | -11 | 1 | -4 | -2 | -6 | -9 | 23 | 2 |
| Cc1cccc(C(=O)N2CCC(c3nc(-c4ccc(S(=O)(=O)N5CCOCC5)cc4)no3)CC2)c1 | -0.17 | -20 | -1 | -26 | -13 | 3 | -1 | -6 | -6 |
| COc1ccc(S(N)(=O)=O)cc1C(=O)NCCCN1CCN(c2cccc(Cl)c2)CC1 | . | 34 | 2 | -42 | 8 | -8 | 5 | 12 | -7 |
| Cc1ccc2nc3n(c(=O)c2c1)CCCCC3 | -0.55 | 9 | -1 | 32 | 0 | -9 | . | -11 | 12 |
